M4 antag = human M4 muscarinic receptor antagonists, primary screen, CHO cells, Fluo-8 calcium fluorescence; AID 624125, 2012; 0.73% of 360,000 active; inhibition, % at 3 µM; CHO-hM4 cells, ACh EC80;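 active means inhibition above its plate's cutoff, the mean inhibition of sample wells plus 3 SD, cut at about 27% in these data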;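 further: 0% = acetylcholine EC80 with DMSO and 100% = DMSO without agonist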
CHRM5 agonist = human M5 muscarinic receptor agonists, primary screen, CHO-K1 cells, Fluo-8 calcium fluorescence. CHO-K1 hM5 cells; 0% DMSO wells, 100% maximal acetylcholine response. activation, % at 3 µM. 0.19% of 360,000 active;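 active means activation above the run's mean over test compounds plus 3 SD, cut at about 23% in these data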;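 further: signal is peak over basal fluorescence ratio across the kinetic read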
Target sequence (P08912 whole entry, looked up): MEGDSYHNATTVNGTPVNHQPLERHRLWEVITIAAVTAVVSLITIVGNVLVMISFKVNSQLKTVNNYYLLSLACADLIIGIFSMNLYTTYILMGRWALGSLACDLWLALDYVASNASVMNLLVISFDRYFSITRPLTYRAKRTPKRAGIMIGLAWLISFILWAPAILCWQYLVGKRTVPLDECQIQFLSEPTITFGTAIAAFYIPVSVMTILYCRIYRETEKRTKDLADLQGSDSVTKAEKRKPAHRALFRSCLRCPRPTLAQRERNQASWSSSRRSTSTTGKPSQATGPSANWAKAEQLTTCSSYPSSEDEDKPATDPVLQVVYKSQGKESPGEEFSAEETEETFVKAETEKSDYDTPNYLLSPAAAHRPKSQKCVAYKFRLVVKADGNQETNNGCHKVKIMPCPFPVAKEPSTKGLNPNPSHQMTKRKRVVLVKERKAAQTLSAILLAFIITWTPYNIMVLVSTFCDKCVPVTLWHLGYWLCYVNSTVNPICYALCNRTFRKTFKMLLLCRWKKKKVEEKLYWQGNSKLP
M5 antag = human M5 muscarinic receptor antagonists, primary screen, CHO cells, Fluo-8 calcium fluorescence; Muscarinic acetylcholine receptor M5 (Homo sapiens), P08912; CHO-hM5 cells, ACh EC80; inhibition, % at 3 µM; 0.59% of 360,000 active;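 active means inhibition above a per-plate cutoff, the mean of that plate's test compounds plus 3 SD, cut at about 27% in these data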;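 further: 0% = acetylcholine EC80 with DMSO and 100% = DMSO without agonist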
CRFR2-BP ag = agonists of CRF-BP/CRF-R2 complex, primary screen, cell-based, HEK293, calcium dye fluorescence, uHTS; CRF-binding protein / CRF receptor 2 complex (human); calcium dye fluorescence (FLIPR); percent of saturating CRF peptide response; activation, % at 13.2 µM; 0.46% of 350,000 active; AID 588473, 2011;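 active means activation of at least 50%, plus an integration ratio under a set limit after plate pattern correction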;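 further: plate controls were neutral control wells without compound for no effect and CRF at EC100 for full effect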
CHRM1 PAM = human M1 muscarinic receptor positive allosteric modulators, primary screen, CHO-K1 cells, Fluo-8 calcium fluorescence, 1536-well. CHO-K1 hM1, ACh EC20; 0% = ACh EC20, 100% = maximal ACh. activation, % at 3 µM. 0.088% of 360,000 active; in the data active means activation above about 19%, passing the limit was not always enough
M5 PAM = human M5 muscarinic receptor positive allosteric modulators, primary screen, CHO-K1 cells, Fluo-8 calcium fluorescence; Muscarinic acetylcholine receptor M5 (Homo sapiens), P08912; CHO-K1 hM5, ACh EC20 PAM; 0% = ACh EC20, 100% = ACh EC100; activation, % at 3 µM; 0.3% of 360,000 active;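 active means activation above the run cutoff, the mean activation of all test compounds plus 3 SD, cut at about 18% in these data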
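system = human M5 receptor in CHO-K1 cells | compound = one concentration, 3 µM final (nominal) | schedule = Post-acetylcholine fluorescence recording 140 s | signal = Fluo-8 calcium dye fluorescence, kinetic read | benchmarks = low control EC20 acetylcholine (0%), high control EC100 acetylcholine (100%) | repeats = singlicate, one well per test compound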
M4 ag = human M4 muscarinic receptor agonists, primary screen, CHO-K1 cells, Fluo-8 calcium fluorescence | Muscarinic acetylcholine receptor M4 (Homo sapiens), P08173 | CHO-K1 hM4/Gqi5; vehicle 0%, full acetylcholine response 100% | activation, % at 3 µM | 0.14% of 360,000 active | AID 624127, 2012;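 active means activation above the run mean over all test wells plus 3 SD, cut at about 32% in these data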;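 further: peak over basal fluorescence ratio per well then scaled between controls; 0% = DMSO wells and 100% = acetylcholine at EC100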
M4 PAM = human M4 muscarinic receptor positive allosteric modulators, primary screen, CHO-K1 cells, Fluo-8 calcium fluorescence | Muscarinic acetylcholine receptor M4 (Homo sapiens), P08173 | CHO-K1 hM4/Gqi5, ACh EC20; 0% = ACh EC20, 100% = maximal ACh | activation, % at 3 µM | 0.4% of 360,000 active | AID 624126, 2012;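 active means activation above its plate's cutoff, the mean activation of sample wells plus 3 SD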; further: some results filed as inactive read as strong as hits
CHRM1 antagonist = human M1 muscarinic receptor antagonists, primary screen, CHO-K1 cells, Fluo-8 calcium fluorescence, 1536-well | Muscarinic acetylcholine receptor M1 (Homo sapiens), P11229 | CHO-K1 hM1, ACh EC80 antagonist | inhibition, % at 3 µM | 1.3% of 360,000 active;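 active means percent inhibition above its own plate's cutoff, namely the mean of that plate's compound wells plus 3 SD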;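 further: peak over basal fluorescence ratio during 140 s after agonist addition; 0% = ACh EC80 plus DMSO and 100% = DMSO alone without agonist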
* marks the source's active call; other numbers are inactive results; x = no result given.

SMILES | M4 antag | CHRM5 agonist | M5 antag | CRFR2-BP ag | CHRM1 PAM | M5 PAM | M4 ag | M4 PAM | CHRM1 antagonist
CC1=Nc2ccc(C)cc2/C1=C/c1c(N)n2c(S(=O)(=O)C(C)C)nsc2nc1=O | -13.5 | -2.4 | 6.9 | 3.3 | 3.1 | -3.5 | -0.1 | 2.2 | -7.9
CCCC(=O)N1CCN(c2nc3ccccc3s2)CC1 | 2.6 | -2.8 | 4.7 | 0.2 | 18.8 | 0.2 | 3.0 | 8.4 | -6.8
COc1ccc(NC(=O)N2CCC(n3cnc4ccccc43)CC2)cc1 | -7.8 | -5.0 | 5.7 | -1.9 | -0.3 | -7.0 | 2.5 | -4.8 | 3.1
COc1ccc(C(=O)c2nc3c(n2O)CCCC3)cc1OC | -1.3 | -4.6 | 11.3 | -3.7 | -2.1 | -4.8 | 2.2 | 0.1 | -14.3
C=CCn1c(=S)sc2c(=O)[nH]c(C)nc21 | 1.6 | 5.3 | -6.5 | 0.2 | 9.0 | 7.5 | -1.6 | -3.5 | -10.8
CCOC(=O)CNC(=O)CSc1nnc(-c2cccc(OC)c2)n1CC | 9.3 | 0.5 | -0.3 | 2.2 | 0.0 | -1.7 | 0.1 | -1.2 | -13.3
Cc1cc(C(=O)CSc2nnc(-c3cccc(F)c3)n2N)c(C)n1Cc1ccc2c(c1)OCO2 | 1.9 | -0.2 | 3.7 | -1.8 | 2.9 | -10.2 | 5.6 | -6.0 | -6.1
CCNc1nc(NCC)n2c(SCC(=O)Nc3ccc(Br)cc3F)nnc2n1 | 0.0 | -3.5 | 8.3 | -0.4 | 9.9 | 1.9 | -0.1 | 5.2 | -11.4
COc1cc2c(cc1NC(=O)COCC(=O)O)oc1ccccc12 | 7.6 | -1.6 | 1.6 | -1.4 | 0.9 | -0.5 | 0.2 | -11.2 | -6.6
COC(=O)/C=C1\OC(C2CC2)c2ccccc21 (stereo not given) | 12.7 | 2.1 | 8.6 | x | x | 1.7 | -0.4 | -1.1 | x
CCNc1nc(-c2cc3ccccc3o2)cs1 | -0.9 | -1.2 | 1.4 | 1.5 | 3.4 | -0.4 | 2.9 | 6.6 | -4.7
O=C(N/N=C/c1cccs1)c1n[nH]c2c1CCC2 | -3.5 | -2.3 | -20.0 | 2.1 | -2.3 | 9.7 | 0.2 | 1.3 | 1.9
CC(C)(C)OC(=O)NCCCCCNC(=O)c1ncn2c1c(=O)[nH]c1ccccc12 | 4.3 | 0.4 | -11.9 | -1.1 | 0.9 | -1.6 | 1.8 | 1.6 | -3.5
O=C(O)C1=C(C(=O)O)C2CCC1C2 | -6.7 | 3.4 | 8.0 | 4.4 | 4.6 | -0.6 | 0.7 | 0.2 | -9.0
C[C@@H]1CN([C@H](C)CO)C(=O)CCCn2nncc2CO[C@H]1CN(C)Cc1ccc(Oc2ccccc2)cc1 | 36.9* | -3.8 | 3.1 | 0.9 | -32.5 | -4.3 | 1.3 | -13.2 | 54.2*
Cc1ccc(NC(=O)Nc2ccccc2F)cc1S(=O)(=O)N1CCOCC1 | -6.1 | 2.4 | 13.7 | -0.5 | 3.6 | -13.4 | 13.0 | 6.9 | -1.4
COc1cc(CN(C)Cc2cccc3ccccc23)cc([N+](=O)[O-])c1O | 2.3 | 2.4 | 1.6 | -2.2 | 7.1 | -1.2 | 0.8 | 0.8 | -3.0
O=C(CN1C(=O)c2ccc(Br)cc2C1=O)NCC1CCCO1 (stereo not given) | -7.7 | -0.9 | 4.8 | -1.8 | 11.7 | 2.9 | 0.9 | -1.5 | -17.0
O=C(CN(c1ccccc1)S(=O)(=O)c1ccc(Cl)cc1)Nc1ccccc1C(=O)N1CCCC1 | -10.8 | 2.2 | 0.4 | -2.5 | -2.0 | -8.8 | 6.8 | -7.5 | 1.8
COc1ccccc1/C=N\Nc1ccccc1[N+](=O)[O-] | 1.6 | 1.5 | 1.4 | -1.7 | 3.9 | 1.6 | 0.1 | -4.2 | -11.2

One compound at a time, as listed above. Screens in order: M4 antag | CHRM5 agonist | M5 antag | CRFR2-BP ag | CHRM1 PAM | M5 PAM | M4 ag | M4 PAM | CHRM1 antagonist
Profile of `CCNc1nc(NCC)n2c(SCC(=O)Nc3ccc(Br)cc3F)nnc2n1` = 0.0 | -3.5 | 8.3 | -0.4 | 9.9 | 1.9 | -0.1 | 5.2 | -11.4
Profile of `O=C(N/N=C/c1cccs1)c1n[nH]c2c1CCC2` = -3.5 | -2.3 | -20.0 | 2.1 | -2.3 | 9.7 | 0.2 | 1.3 | 1.9

Next section
SMILES | M4 antag | CHRM5 agonist | M5 antag | CRFR2-BP ag | CHRM1 PAM | M5 PAM | M4 ag | M4 PAM | CHRM1 antagonist
CC1Cc2ccccc2N1CC(=O)N(C)c1c(N)n(Cc2ccccc2)c(=O)[nH]c1=O (stereo not given) | 0.3 | 6.5 | -3.7 | -0.2 | -1.0 | 6.2 | 3.7 | 2.1 | 2.7
C1=C2C[N+]3(CCCC3)CC2Cc2ccc3ccccc3c21 (stereo not given) | 2.6 | -4.9 | -6.4 | -2.6 | 5.3 | 4.2 | 0.5 | -0.2 | -11.2
COc1ccccc1NC(=O)CCCc1c[nH]c2ccccc12 | -1.0 | -2.8 | 6.3 | 0.1 | -4.4 | -7.7 | 2.5 | -1.3 | 6.0
Cc1ccc(S(=O)(=O)N(C)C)cc1NC(=O)COC(=O)Cc1ccsc1 | -0.9 | 0.2 | 1.3 | 0.6 | 1.7 | 5.3 | 0.8 | 0.1 | -3.2
COC(=O)[C@@H]1C[C@H]2CC[C@H](O)C[C@H]2N1Cc1ccc(C(F)(F)F)cc1 | -1.6 | 1.0 | 7.7 | 0.2 | 2.2 | 9.9 | 0.7 | 4.5 | 8.5
c1ccc(C[n+]2ccc3ccccc3c2)cc1 | 12.9 | -19.6 | 6.2 | -1.8 | -12.5 | -15.1 | 0.1 | -25.2 | 25.2
Cc1sc2ncnc(SCc3ccc(C(=O)O)cc3)c2c1C | -3.2 | 2.0 | 5.9 | 4.1 | 2.2 | -1.8 | 1.4 | 5.5 | 9.8

Part of the list above, with values under each structure:
Below each compound: M4 antag	CHRM5 agonist	M5 antag	CRFR2-BP ag	CHRM1 PAM	M5 PAM	M4 ag	M4 PAM	CHRM1 antagonist
> C[C@@H]1CN([C@H](C)CO)C(=O)CCCn2nncc2CO[C@H]1CN(C)Cc1ccc(Oc2ccccc2)cc1
 : 36.9*	-3.8	3.1	0.9	-32.5	-4.3	1.3	-13.2	54.2*
> Cc1ccc(NC(=O)Nc2ccccc2F)cc1S(=O)(=O)N1CCOCC1
 : -6.1	2.4	13.7	-0.5	3.6	-13.4	13.0	6.9	-1.4
> COc1cc(CN(C)Cc2cccc3ccccc23)cc([N+](=O)[O-])c1O
 : 2.3	2.4	1.6	-2.2	7.1	-1.2	0.8	0.8	-3.0
> O=C(CN1C(=O)c2ccc(Br)cc2C1=O)NCC1CCCO1 (stereo not given)
 : -7.7	-0.9	4.8	-1.8	11.7	2.9	0.9	-1.5	-17.0
> O=C(CN(c1ccccc1)S(=O)(=O)c1ccc(Cl)cc1)Nc1ccccc1C(=O)N1CCCC1
 : -10.8	2.2	0.4	-2.5	-2.0	-8.8	6.8	-7.5	1.8
> COc1ccccc1/C=N\Nc1ccccc1[N+](=O)[O-]
 : 1.6	1.5	1.4	-1.7	3.9	1.6	0.1	-4.2	-11.2
> CC1Cc2ccccc2N1CC(=O)N(C)c1c(N)n(Cc2ccccc2)c(=O)[nH]c1=O (stereo not given)
 : 0.3	6.5	-3.7	-0.2	-1.0	6.2	3.7	2.1	2.7
> C1=C2C[N+]3(CCCC3)CC2Cc2ccc3ccccc3c21 (stereo not given)
 : 2.6	-4.9	-6.4	-2.6	5.3	4.2	0.5	-0.2	-11.2
> COc1ccccc1NC(=O)CCCc1c[nH]c2ccccc12
 : -1.0	-2.8	6.3	0.1	-4.4	-7.7	2.5	-1.3	6.0
> Cc1ccc(S(=O)(=O)N(C)C)cc1NC(=O)COC(=O)Cc1ccsc1
 : -0.9	0.2	1.3	0.6	1.7	5.3	0.8	0.1	-3.2
> COC(=O)[C@@H]1C[C@H]2CC[C@H](O)C[C@H]2N1Cc1ccc(C(F)(F)F)cc1
 : -1.6	1.0	7.7	0.2	2.2	9.9	0.7	4.5	8.5
> c1ccc(C[n+]2ccc3ccccc3c2)cc1
 : 12.9	-19.6	6.2	-1.8	-12.5	-15.1	0.1	-25.2	25.2
> Cc1sc2ncnc(SCc3ccc(C(=O)O)cc3)c2c1C
 : -3.2	2.0	5.9	4.1	2.2	-1.8	1.4	5.5	9.8

High-throughput results deposited in PubChem BioAssay by several laboratories.
